GLD-1 RNA inh: GLD-1-TGE RNA interaction inhibition (C. elegans); Q17339; purified GLD-1 + fluorescein TGE RNA, fluorescence polarization; inhibition, % at 5.96 µM; 320,000 tested, 0.44% active; AID 2280;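 active = percent inhibition above a per-plate cutoff, the plate mean of test compounds plus 3 SD, cut at about 30% in these data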;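 note: 0% = DMSO wells with GLD-1 and probe and 100% = wells lacking GLD-1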
Target sequence (Q17339 whole entry, looked up): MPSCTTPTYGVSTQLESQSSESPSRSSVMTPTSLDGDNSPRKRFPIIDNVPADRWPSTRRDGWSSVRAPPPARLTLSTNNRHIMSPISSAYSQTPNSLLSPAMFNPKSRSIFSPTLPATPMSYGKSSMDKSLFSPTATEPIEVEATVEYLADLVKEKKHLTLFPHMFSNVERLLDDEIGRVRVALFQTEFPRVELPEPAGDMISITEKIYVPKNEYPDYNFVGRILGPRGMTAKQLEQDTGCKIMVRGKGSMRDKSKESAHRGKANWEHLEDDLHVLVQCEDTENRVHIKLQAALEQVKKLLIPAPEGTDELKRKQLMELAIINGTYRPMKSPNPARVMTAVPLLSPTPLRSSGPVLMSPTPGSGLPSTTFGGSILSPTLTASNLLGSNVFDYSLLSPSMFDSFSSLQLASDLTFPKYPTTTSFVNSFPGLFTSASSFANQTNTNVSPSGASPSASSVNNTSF
Fam108B inh: counter-screen for RBBP9 inhibitors: inhibitors of mouse Fam108B; recombinant Fam108B, FP-Rh probe fluorescence polarization; 300,000 tested, 0.33% active; AID 1947; inhibition, % at 9.51 µM;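 active = inhibition above the screen mean inhibition plus 3 SD, computed separately per campaign, cut at about 18% in these data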;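 note: inhibitors lower polarization as less probe binds the enzyme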
AGP1-GFP MLPCN: modulators of TOR pathway AGP1-GFP in S. cerevisiae | S. cerevisiae AGP1-GFP multiplex flow cytometry, 3 h; GFP as percent of DMSO wells | GFP response vs DMSO, % at 10 µM | 320,000 tested, 0.02% active | AID 2066;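 active = GFP response relative to DMSO above a set limit, near screen average plus 3 SD, cut at about 150% in these data; inconclusive = fewer than 70 cells counted for the yeast strain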;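 note: median GFP channel fluorescence of the gated AGP1 strain per well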
MCL1 BIM primary: disrupts human MCL1 binding to BIM-BH3 peptide; 320,000 tested, 0.68% active; inhibition, % at 10.9 µM; Q07820; GST-MCL1 / FITC-Bim-BH3 fluorescence polarization;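 active = inhibition above the mean inhibition of all tested compounds plus 3 SD, set per campaign, cut at about 40% in these data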;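 note: 0% = DMSO wells and 100% = unlabeled Bim-BH3 peptide control; higher means more loss of mP so more displacement of Bim peptide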
GRK2 aptamer HTS: human GRK2 inhibition via aptamer displacement; P25098; bead flow cytometry, FAM-aptamer displacement from GRK2; inhibition of aptamer binding, % at 10 µM; 330,000 tested, 0.59% active;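 active = inhibition of aptamer binding above 40%, roughly 3 SD of noise, on plates passing a quality check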;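 note: median bead fluorescence of bound FAM aptamer so fluorescent compounds give negative values; no value below 0 was filed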
CIT2 TOR yeast: alters CIT2-GFP fluorescence in TOR pathway yeast screen | S. cerevisiae CIT2-GFP strain, flow cytometry, 3 h; 100 means same as DMSO wells | GFP response vs DMSO, % at 10 µM | 320,000 tested, 0.065% active;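 active = GFP response relative to DMSO above a set limit, near the screen mean plus 3 SD, cut at about 150% in these data; inconclusive = Fewer than 70 cells measured for a yeast strain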;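 note: ratio of well median GFP fluorescence to mean of DMSO wells on the plate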
BCLXL inh: Bcl-xL (human) inhibition; 320,000 tested, 0.7% active; GST-Bcl-xL / FITC-Bim BH3 peptide fluorescence polarization; inhibition, % at 10.9 µM;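 active = inhibition above the mean of all tested compounds plus 3 SD, cutoff set per campaign, cut at about 30% in these data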;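 note: 0% = DMSO wells and 100% = unlabeled Bim-BH3 peptide competitor; inhibitors lower millipolarization by displacing the labeled peptide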
MEX-5 binding: C. elegans MEX-5 TCR-2 RNA binding activity; Q9XUB2; MEX-5/FITC-TCR2 RNA binding, fluorescence polarization; stronger effect = lower value; activity score (negative = inhibition of binding), % at 10 µM; 300,000 tested, 0.38% active;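 active = inhibition past about -25% in most replicates, and total fluorescence under double the plate's negative control median, limit read from the data; inconclusive = replicates evenly split on the limit, or fluorescence at least double controls; inactive = too little inhibition in most replicates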;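 note: 0% = DMSO and -100% = 5 µM competing unlabeled TCR2 RNA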
Target sequence (Q9XUB2 whole entry, looked up): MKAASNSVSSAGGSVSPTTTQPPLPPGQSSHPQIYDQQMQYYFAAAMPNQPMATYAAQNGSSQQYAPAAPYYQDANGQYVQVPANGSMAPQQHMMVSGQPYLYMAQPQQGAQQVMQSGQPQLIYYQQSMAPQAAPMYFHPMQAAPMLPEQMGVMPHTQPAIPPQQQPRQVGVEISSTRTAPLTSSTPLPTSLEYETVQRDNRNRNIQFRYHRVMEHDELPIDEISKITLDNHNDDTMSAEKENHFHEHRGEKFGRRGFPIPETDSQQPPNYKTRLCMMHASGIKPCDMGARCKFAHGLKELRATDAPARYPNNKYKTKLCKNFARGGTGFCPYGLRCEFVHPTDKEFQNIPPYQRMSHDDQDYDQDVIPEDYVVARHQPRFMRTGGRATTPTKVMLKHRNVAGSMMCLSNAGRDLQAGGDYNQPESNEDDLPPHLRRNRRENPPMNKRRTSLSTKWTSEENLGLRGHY
VLA-4 inh: inhibition in a human VLA-4 binding assay | 330,000 tested, 0.2% active | VLA-4 expressing cells, ligand binding flow cytometry | P13612 | inhibition, % (about 7 µM as worked out from the volumes in the protocol); in the data active = inhibition above about 50%
Starred values were filed as active, the others as inactive; u = inconclusive; x = not tested or not shown; [ ] = dose if it differs, or a comment.

SMILES	GLD-1 RNA inh	Fam108B inh	AGP1-GFP MLPCN	MCL1 BIM primary	GRK2 aptamer HTS	CIT2 TOR yeast	BCLXL inh	MEX-5 binding	VLA-4 inh
COc1ccc(S(=O)(=O)Nc2cccnc2)c(C)c1C	0	-3	111	-2	0	111	5	-0.8	24
COC(=O)c1[nH]c(C)c(/C(O)=C2\C(=O)C(=O)N(CCN(C)C)C2c2ccccc2OC)c1C (centres undefined)	4	3	100	-3	0	90	2	0.0	-7
Cc1ccc(C(=O)CN(C(=O)c2ccc(Cl)cc2)N2C(=O)CCC2=O)cc1	11	1	102	-5	0	104	3	1.6	-6
O=C1CC(c2nc3ccccc3[nH]2)CN1c1ccccc1 (centres undefined)	1	-1	100	6	13	93	7	-0.6	2
COc1ccc(C(=O)OCC(=O)N2CCCCC2)cc1[N+](=O)[O-]	4	1	110	3	3	109	6	2.0	6
COC(=O)C(C)N1C(=O)S/C(=C/c2cc(C)n(C(C)C)c2C)C1=O (centres undefined)	-1	5	96	8	0	100	7	-0.1	15
CC(=O)c1nccs1	-4	x	103	4	0	100	6	x	18
CCCCn1cc(C(C)(C)C)c(C#N)c1NC(C)=O	12	1	101	15	3	100	12	-1.7	50*
CC1CCc2c(sc(NC(=O)CSc3nnc(-c4ccccc4)o3)c2C#N)C1 (centres undefined)	2	-1	98	-1	2	87	-1	-1.6	-11
O=C(c1cc2cc(Br)ccc2o1)N1CCOCC1	1	-4	101	5	1	104	1	-0.7	6
O=S(=O)(c1ccc(NCCOCCO)nc1)N1CCCCC1	-6	x	90	5	1	74	3	x	-15
C/C(=N/N=C(/N)SCc1ccccc1)C(C)(C)C	-2	0	100	2	0	99	6	0.6	10
COc1ccc(Cl)cc1C(=O)NCCN1CCOCC1	8	-2	100	-2	0	98	0	1.5	-18
CCOc1ccccc1C(C(=O)NCCOC)N(CCOC)C(=O)Cn1nnc2ccccc21 (centres undefined)	-6	-6	100	-7	1	94	1	0.3	-17
CCN(c1ccccc1)S(=O)(=O)c1ccc(C(=O)N2CCOCC2)cc1	4	x	96	x	0	87	x	x	3
CCOc1cc(S(=O)(=O)Nc2ccc(Cl)cn2)ccc1F	1	9	101	11	0	97	5	-0.7	10
CC1CCN(C(=O)CCNS(=O)(=O)c2ccc3c(c2)oc(=O)n3C)CC1	-1	4	102	5	1	103	7	-1.1	-4
COc1ccc(/C=N/Nc2nc(-c3ccc(C)cc3)c(C#N)c(=O)[nH]2)cc1	10	-1	90	5	0	105	4	-3.7	18
Nc1cc(=O)[nH]n1C1CCN(c2ccccc2)CC1	-1	-2	97	0	0	93	1	0.9	3
O=C(NCCOc1cccnc1)C1CCC(=O)N(Cc2ccccc2F)C1 (centres undefined)	3	4	107	12	0	103	4	0.0	-3
COC(=O)C1=C(C)OC(N)=C(C#N)C1c1ccc(OC)c(CSc2ccccn2)c1 (centres undefined)	-3	6	x	1	0	88	9	0.3	16
COc1cc2nc(C3CC3)n(NC(=O)c3ccc(F)cc3)c(=O)c2cc1OC	4	3	102	-2	0	100	0	-0.7	10
CNC(=O)C(=O)N/N=C/c1ccccn1	0	5	98	6	2	96	-3	-9.3	11
Cc1ccc(/C=C/C(=O)NC(C)c2ccccc2)cc1 (centres undefined)	-4	0	81	8	0	90	-3	-2.0	8
COc1ccccc1NC(=O)c1ccc2nc(N3C(=O)CCC3=O)sc2c1	8	-11	98	-18	0	92	-7	-0.6	3

Shown with each value named: four of the compounds above.
> O=C(NCCOc1cccnc1)C1CCC(=O)N(Cc2ccccc2F)C1 (centres undefined)
  GLD-1 RNA inh: 3
  Fam108B inh: 4
  AGP1-GFP MLPCN: 107
  MCL1 BIM primary: 12
  GRK2 aptamer HTS: 0
  CIT2 TOR yeast: 103
  BCLXL inh: 4
  MEX-5 binding: 0.0
  VLA-4 inh: -3

> COC(=O)C1=C(C)OC(N)=C(C#N)C1c1ccc(OC)c(CSc2ccccn2)c1 (centres undefined)
  GLD-1 RNA inh: -3
  Fam108B inh: 6
  AGP1-GFP MLPCN: x
  MCL1 BIM primary: 1
  GRK2 aptamer HTS: 0
  CIT2 TOR yeast: 88
  BCLXL inh: 9
  MEX-5 binding: 0.3
  VLA-4 inh: 16

> COc1cc2nc(C3CC3)n(NC(=O)c3ccc(F)cc3)c(=O)c2cc1OC
  GLD-1 RNA inh: 4
  Fam108B inh: 3
  AGP1-GFP MLPCN: 102
  MCL1 BIM primary: -2
  GRK2 aptamer HTS: 0
  CIT2 TOR yeast: 100
  BCLXL inh: 0
  MEX-5 binding: -0.7
  VLA-4 inh: 10

> CNC(=O)C(=O)N/N=C/c1ccccn1
  GLD-1 RNA inh: 0
  Fam108B inh: 5
  AGP1-GFP MLPCN: 98
  MCL1 BIM primary: 6
  GRK2 aptamer HTS: 2
  CIT2 TOR yeast: 96
  BCLXL inh: -3
  MEX-5 binding: -9.3
  VLA-4 inh: 11

The results go on:
SMILES	GLD-1 RNA inh	Fam108B inh	AGP1-GFP MLPCN	MCL1 BIM primary	GRK2 aptamer HTS	CIT2 TOR yeast	BCLXL inh	MEX-5 binding	VLA-4 inh
COc1ccc(CCN(C)C(=O)c2cc(S(=O)(=O)NCc3ccccc3)ccc2C)cc1OC	10	2	91	5	0	92	4	-0.2	1
CCc1ccccc1NC(=O)c1cc([N+](=O)[O-])ccc1N1CCOCC1	-8	-3	81	6	1	87	-3	0.7	1
Cc1ccc(C(=O)N/N=C/c2ccc(OC(=O)c3ccccc3Cl)cc2)cn1	-1	-26	89	3	0	101	-7	-1.0	3
CC(=O)OC(C(=O)NCCc1ccccc1)c1cccnc1 (centres undefined)	-9	-2	u	-2	0	u	2	-0.6	7
Cc1nc2ccc(NC(=O)c3ccc(S(=O)(=O)N(C)C)cc3)cc2s1	2	-1	110	0	0	93	2	-3.7	-7
CCOc1ccc(C(=O)NCCCn2ccnc2)cc1	7	-2	103	2	3	96	7	-2.0	8
CC(=O)Oc1cccc(N2C(=O)CC(Nc3ccc(N4CCOCC4)cc3)C2=O)c1 (centres undefined)	1	3	99	16	0	97	16	-2.8	1
CCc1csc(CCNC(=O)C2CCC(=O)N(Cc3cccc(C(F)(F)F)c3)C2)n1 (centres undefined)	0	-1	97	13	3	103	4	0.1	4
NC(=O)C1CCN(C(=O)c2ccc(-c3ccccc3Cl)o2)CC1	6	x	97	0	0	95	2	x	15
O=C(Cn1nc(-c2ccccc2Cl)ccc1=O)Nc1ccccc1-c1ccccc1	0	0	100	9	1	104	3	-0.7	9
Cc1c(Cl)ccc2sc(NC(=O)CN3C(=O)c4ccccc4C3=O)nc12	6	-9	108	4	0	106	3	-1.3	-11
O=C(COC(=O)c1cc(=O)[nH]c2ccc(Br)cc12)c1ccccc1	4	-10	102	-4	1	98	9	0.2	0
O=C(NCCCN1CCCC1=O)c1cccs1	5	3	x	-5	0	94	-3	-3.0	1
CCOC(=O)c1cc(C(=O)Nc2ccccc2F)nn1C	2	-1	100	3	4	103	6	0.0	14
CC(C(=O)N1CCCc2ccccc21)N1C(=O)c2ccccc2C1=O (centres undefined)	6	-2	97	2	0	99	3	-1.6	-1
Cc1csc2nc(O)c(C(=O)NCCCc3ccccc3)c(=O)n12	2	-1	87	4	0	72	8	1.1	2
C=CCOC(=O)C1=C(C)NC(C)=C(C(=O)OCC=C)C1c1cn(-c2ccccc2)nc1-c1ccco1	-4	3	97	4	2	102	2	-1.6	-6
O=[N+]([O-])c1ccc(N2CCN(CCO)CC2)cc1Sc1ccccn1	1	0	104	10	3	118	-2	-1.1	-2
Cc1ccc(NC(=O)CSc2n[nH]c(-c3ccco3)n2)cc1	8	-2	100	3	3	100	-1	0.9	-5
COC(=O)c1ccc(OC(=O)c2ccc(OC)cc2)c(OC)c1	5	-3	98	0	0	84	3	-2.0	23
Cc1sc(NC(=O)/C=C/C(=O)O)c(C(N)=O)c1-c1ccc(C(C)(C)C)cc1	2	-2	90	8	0	83	11	2.6	27
COC(=O)c1ccc(C(=O)Nc2nc3cc(N)c(C)cc3s2)cc1	-1	-5	90	-4	1	91	-1	0.2	-46
CCCOc1ccc(N2C(=O)C3ON(c4ccccc4)C(c4ccc(O)c(OC)c4)C3C2=O)cc1 (centres undefined)	0	0	112	10	0	109	11	-0.5	0
COc1ccc(Cl)cc1NC(=O)CN(C)CC(=O)N(CC(C)C)c1c(N)n(CC(C)C)c(=O)[nH]c1=O	1	x	89[may fluoresce red]	x	0	97[may fluoresce red]	x	x	2
O=C(Cc1ccccc1)Nc1c(Cl)ccc2nsnc12	0	0	x	11	0	x	11	-0.7	2
CCOC(=O)Cc1csc(NC(NC(=O)OCC)(C(=O)OCC)C(F)(F)F)n1 (centres undefined)	-6	9	98	1	4	102	2	-1.5	-8

Limited to GLD-1 RNA inh, VLA-4 inh and MEX-5 binding, for 2 of the compounds above:
molecule	GLD-1 RNA inh	VLA-4 inh	MEX-5 binding
CC(=O)OC(C(=O)NCCc1ccccc1)c1cccnc1 (centres undefined)	-9	7	-0.6
COc1ccccc1NC(=O)c1ccc2nc(N3C(=O)CCC3=O)sc2c1	8	3	-0.6

From PubChem BioAssay
